# aGlu spleen mod = qHTS Assay for Inhibitors and Activators of Human alpha-Glucosidase From Spleen Homogenate; Lysosomal alpha-glucosidase (Homo sapiens), P10253; human spleen homogenate, 4-MU-alpha-glucoside fluorescence; Potency, µM (top dose mostly 79.9 µM), without a hit: at the top dose activity change, negative = inhibition, hits mostly inhibitors; hit rate 0.006% among 240,000; AID 2112, 2009;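 further: 0% = enzyme with vehicle and -100% = no enzyme basal signal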
#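 Human spleen homogenate (1 ug) incubated with compounds and 1 mM 4-methylumbelliferyl-alpha-D-glucopyranoside in pH 5.0 citrate/phosphate buffer, 37 C, 40 min. Stopped at pH 10; 4-MU fluorescence (Ex 365/Em 440 nm); AC50 by Hill fit.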
# GoLoco inh red = qHTS Assay for Inhibitors of RGS12 GoLoco Motif Activity (Red Fluorophore). AID 880, 2007. Guanine nucleotide-binding protein G(i) subunit alpha-1 (Homo sapiens), P63096. Gai1:RGS12 GoLoco peptide FP, rhodamine, 10 min. hit rate 0.44% among 230,000. Potency, µM (series often up to 61.6 µM), without a hit: at the top dose activity, negative = inhibition, hits mostly inhibitors; active means well fitted inhibition curve with a large enough effect, not every such curve was filed as active; inactive means no such curve, though single readings can be large or run the other way; further: on the % scale 0 is the no-effect control and ±100 the full control effect; nearly all actives have a fitted effect of over 30% in size; many of its hits are not listed in these tables
# Target sequence (P63096 whole entry, looked up): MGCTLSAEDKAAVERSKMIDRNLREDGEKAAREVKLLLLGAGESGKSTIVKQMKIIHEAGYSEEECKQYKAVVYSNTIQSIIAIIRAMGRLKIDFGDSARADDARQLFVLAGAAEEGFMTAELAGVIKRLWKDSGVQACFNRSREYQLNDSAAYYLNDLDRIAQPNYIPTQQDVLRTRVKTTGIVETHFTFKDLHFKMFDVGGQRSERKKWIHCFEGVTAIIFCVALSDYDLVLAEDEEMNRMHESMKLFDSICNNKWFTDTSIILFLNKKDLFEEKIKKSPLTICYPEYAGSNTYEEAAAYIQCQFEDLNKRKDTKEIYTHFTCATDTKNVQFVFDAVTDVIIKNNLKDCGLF
# HTT ATP protect = qHTS Multiplex Assay to Identify Dual Action Probes in a Cell Model of Huntington: Cytoprotection (ATP) | PC12 HTT-Q103 induced, cytoprotection, ATP luminescence, 40 h | Potency, µM (highest dose often 56.4 µM), inactives show cytoprotection (ATP increase), actives largely listed as activators | AID 1471, 2008 | hit rate 0.14% among 230,000;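 further: % of control where 0% means no effect; nearly all actives have a fitted effect of over 45% in size; toxic huntingtin expression switched on by the ecdysone agonist tebufenozide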
#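 Stable PC12 Q103-GFP cells in serum-supplemented, phenol red-free DMEM; induction by tebufenozide at 100 nM final; compound dose series; cell viability quantified luminescently from ATP.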
# GAA inhib = qHTS Assay for Inhibitors of Human alpha-Glucosidase as a Potential Chaperone Treatment of Pompe Disease; hit rate 0.005% among 200,000; Lysosomal alpha-glucosidase (Homo sapiens), P10253; AID 1466, 2008; Potency, µM (series often up to 76.9 µM), for inactives: at the highest dose activity change, negative = inhibition, actives largely listed as inhibitors; purified human GAA, 4-MU-alpha-glucoside fluorescence;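 further: plate controls were uninhibited enzyme wells for no effect and no-enzyme background for full effect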
#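 Fluorescence at Ex 365/Em 440 nm from 4-methylumbelliferone reported enzyme activity after 20 min at room temperature. Reactions used 4 nM enzyme and 400 uM substrate at pH 5.0; curves fitted with the Hill equation.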
# HTT aggregate = qHTS Multiplex Assay to Identify Dual Action Probes in a Cell Model of Huntington: Aggregate Formation (GFP) | PC12 HttQ103-GFP aggregates, Acumen cytometry, 40 h | hit rate 1.1% among 220,000 | Potency, µM (highest dose often 46.1 µM), for inactives: at the highest dose activity change, negative = inhibition, hits mostly inhibitors; further: on the % scale 0 is the no-effect control and ±100 the full control effect; nearly all actives have a fitted effect of over 60% in size
#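 Using laser scanning cytometry, GFP-positive aggregates were counted after lysis of PC12 cells induced with 100 nM tebufenozide to express HTT exon 1 Q103–GFP. Compounds were tested in titration.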
# GAA glycogen = qHTS Assay for Inhibitors and Activators of Human alpha-Glucosidase Cleavage of Glycogen; Lysosomal alpha-glucosidase (Homo sapiens), P10253; recombinant GAA, glycogen substrate, Amplex Red glucose oxidase fluorescence; Potency, µM (series often up to 76.4 µM), inactives show at the highest dose activity change, negative = inhibition, most hits filed as inhibitors; hit rate 0.38% among 300,000;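 further: 0% = full enzyme reaction and -100% = no-enzyme basal signal; the screen sought inhibitors and activators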
#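 Recombinant human alpha-glucosidase (4 nM final) hydrolysed bovine liver glycogen (30 ug) for 40 min at 37 C in pH 5.0 citrate/phosphate with 0.01% Tween-20. Released glucose detected by glucose oxidase/Amplex Red, Ex 573/Em 610 nm. Compounds up to 77 uM; AC50 from Hill fits.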
# IMPase Li inh = qHTS Assay for Identifying the Cell-Membrane Permeable IMPase Inhibitors: Potentiation with Lithium. AID 1457, 2008. hit rate 0.35% among 210,000. Potency, µM (highest dose often 59.4 µM), for the others: at the top dose activity, negative = IMPase inhibition, usual class: inhibitors. CHO-M1 cells, IP1 TR-FRET (IP-One), carbachol + lithium;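 further: IP1 builds up when IMPase is blocked and the TR-FRET signal falls; plate controls were basal vehicle for no effect and high inhibitor control for full effect; nearly all actives have a fitted effect of over 50% in size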
#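 Readout is a homogeneous TR-FRET IP1 immunoassay (Ex 320, Em 665 and 620), where raised cytosolic IP1 lowers signal. Cells were CHO-M1 treated 30 min at 37C with test compounds plus a little lithium; AC50 values came from Hill-equation fitting.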
# The depositor's hits bear a star; u = inconclusive; x = no result given; [ ] = dose if it differs, or a comment. Unless noted, the call rests on the fitted dose curve; in most records, active means well fitted curve in the direction sought with a large enough effect; inconclusive means small, poorly fitted or top-dose-only effect, or another doubt; inactive means no such curve, though single readings can be large; an effect the other way counts as inactive or inconclusive. Potency means the concentration at half of the fitted maximal effect. This is a subset. The share of hits here may be higher or lower than overall.
SMILES,aGlu spleen mod,GoLoco inh red,HTT ATP protect,GAA inhib,HTT aggregate,GAA glycogen,IMPase Li inh
O=C(C1CCC(CNS(=O)(=O)c2cccc3nsnc23)CC1)N1CC=C(c2ccccc2)CC1 (configuration not stated),-2.4%,20.5%,-36.3%,-7.2%,8.91µM*,2.8%,14.8%[38.3 µM]
COc1cc(NC(=O)CSc2nc(C)c(C)c(C)n2)c(C)cc1[N+](=O)[O-],-11.0%,x,-5.5%[10 µM],u,12.8%,-4.7%,x
Cc1nonc1NC(=O)CSc1nnc(-c2ccoc2C)n1CC(C)C,-1.5%,-1.5%,9.7%[10 µM],-21.5%,10.1%,-0.7%,-1.3%[38.3 µM]
Cc1nnc(NC(=O)CSc2ccc([N+](=O)[O-])cn2)s1,-20.6%,-2.8%,-17.5%,0.6%,10.8%,5.3%,-1.8%
COc1ccc(NC(=O)CSc2nncs2)cc1OC,-2.6%,7.7%,-2.9%,-4.4%,0.4%,5.0%,-10.5%[38.3 µM]
COc1ccc(CCNC(=O)c2ccc(CNc3nc(=S)[nH]c4ccccc34)cc2)cc1OC,-2.5%,5.8%,-31.1%[inhibitor],u,-10.7%,-1.2%,7.9%
Cc1nc(-c2ccccc2)sc1-c1nc(-c2ccncc2)ncc1S(=O)(=O)c1ccccc1,3.0%,-2.2%,-25.2%,-2.2%,u,2.4%,28.3%[38.3 µM]
O=C(NCC1CCCO1)C1CCN(S(=O)(=O)N2CCCC2)CC1 (configuration not stated),-0.4%,-8.0%,20.0%[10 µM],-10.3%,-0.1%,-4.1%,-5.9%[38.3 µM]
O=C(Cn1cc(F)c(=O)[nH]c1=O)NCCO,4.1%,15.1%,-7.6%,1.6%,8.9%,10.9%,1.9%
CCN(CC)C(=O)C1CCCN(c2ccccc2[N+](=O)[O-])C1 (configuration not stated),0.3%,3.7%,11.4%[10 µM],-3.4%,-0.3%[9.22 µM],-2.7%,9.8%
COc1ccc(S(=O)(=O)N2N=C(C)Oc3ccccc3C2=O)cc1,-5.6%,-13.3%,-73.2%[inhibitor],1.6%,-15.8%,-5.4%,-19.5%[38.3 µM]
CCOc1cccc(NC(=O)c2ccc(S(=O)(=O)N3CCCC3)cc2)c1,2.0%,1.7%,-3.9%[10 µM],x,-12.3%[9.22 µM],4.1%,x
CCOc1cc(NC(=S)NCCCN2CCOCC2)c(OCC)cc1NC(=O)c1ccccc1C,8.7%,12.4%,x,7.0%,x,-20.2%,9.0%
CC(=O)c1cc2c(cc1NC(=O)CSc1nc3ccccc3o1)OCO2,-7.7%,7.1%,-2.3%,2.2%,-9.6%,1.2%,10.0%[38.3 µM]
O=C(CSc1nc2ccsc2c(=O)n1NC(=O)c1ccccc1)Nc1nccs1,-2.6%,19.1%,-16.7%[0.074 µM],2.1%,5.1%,5.3%,-5.2%
Cc1ccc(NC(=O)CSc2nnc(/N=C/N(C)C)s2)cc1,-1.2%,15.4%,2.5%,8.2%,15.8%,-1.1%,-0.7%
O=c1c(Cl)c(N2CCN(c3ccc(F)cc3)CC2)cnn1C12CC3CC(CC(C3)C1)C2,5.4%,-0.8%,24.5%[10 µM],-2.0%,-13.7%,16.7%,10.0%
Cn1c(=O)c2c(ncn2Cc2ccccc2)n(C)c1=O,-10.6%,8.1%,16.3%[10 µM],6.1%,-4.8%,5.7%,1.3%
COc1ccccc1C(=O)OCc1c(F)cccc1Cl,-4.3%,3.9%,2.6%,-2.0%,3.7%,-3.8%,10.5%[38.3 µM]
O=S(=O)(NCCSCc1ccc(Cl)cc1Cl)c1ccc2c(c1)OCCO2,-2.0%,4.7%,-45.5%,-1.9%,u,-1.7%,17.5%[38.3 µM]
CCOC(=O)CN(C(=O)CSc1nnc(CNc2ccc(C)cc2C)n1CC)c1ccccc1,-6.2%,-1.5%,-17.5%[10 µM],u,-1.4%,-2.4%,6.1%[38.3 µM]
c1ccc(C2=Nc3ccccc3OC2)cc1,1.5%,3.0%,-10.6%,-10.3%,16.6%,u,0.2%[38.3 µM]
NC(=O)c1ccc(NC(=O)COC(=O)/C=C/c2ccc3c(c2)OCO3)cc1,-4.1%,17.2%,-3.3%[10 µM],x,19.5%[9.22 µM],-4.1%,x
CCn1cc(C2=NCCO2)c2ccccc21,1.3%,-2.7%,-21.3%,-2.8%,-3.3%,12.8%,19.3%[38.3 µM]
CC(=O)Nc1ccc(NC(=O)C(C)OC(=O)c2ccccc2Sc2ccccc2C#N)cc1 (configuration not stated),-1.6%,-23.7%,-4.9%[10 µM],-23.4%,21.2%,-1.7%,7.1%
Nc1ccnn1Cc1cccs1,-2.9%,8.2%,9.7%[10 µM],-5.4%,2.0%,8.9%,-5.0%
c1ccc(-c2nnc(SCc3nnc(-c4cccs4)o3)o2)cc1,-1.6%,16.2%,1.7%,0.7%,0.1%[9.22 µM],-3.2%,-3.1%[38.3 µM]
C=CCn1c(Cc2c[nH]c3ccccc23)nnc1SCC(=O)NCc1ccccc1,-4.0%,4.7%,5.8%,-3.9%,9.8%,10.3%,4.1%[38.3 µM]
COc1cc2ncnc(NCc3cccs3)c2cc1OC,2.5%,20.8%,-64.7%[inhibitor],12.6%,-18.2%[9.22 µM],-11.1%,17.5%
O=C(O)CCn1cc(/C=C/C(=O)c2ccc(Cl)cc2)c(-c2cccc(Br)c2)n1,-1.5%,2.7%,3.2%[10 µM],x,-3.2%[9.22 µM],0.0%,x

# Six of these compounds in a different format.
SMILES | aGlu spleen mod | GoLoco inh red | HTT ATP protect | GAA inhib | HTT aggregate | GAA glycogen | IMPase Li inh
c1ccc(-c2nnc(SCc3nnc(-c4cccs4)o3)o2)cc1 | -1.6% | 16.2% | 1.7% | 0.7% | 0.1%[9.22 µM] | -3.2% | -3.1%[38.3 µM]
CCOC(=O)CN(C(=O)CSc1nnc(CNc2ccc(C)cc2C)n1CC)c1ccccc1 | -6.2% | -1.5% | -17.5%[10 µM] | u | -1.4% | -2.4% | 6.1%[38.3 µM]
O=C(O)CCn1cc(/C=C/C(=O)c2ccc(Cl)cc2)c(-c2cccc(Br)c2)n1 | -1.5% | 2.7% | 3.2%[10 µM] | x | -3.2%[9.22 µM] | 0.0% | x
CCn1cc(C2=NCCO2)c2ccccc21 | 1.3% | -2.7% | -21.3% | -2.8% | -3.3% | 12.8% | 19.3%[38.3 µM]
NC(=O)c1ccc(NC(=O)COC(=O)/C=C/c2ccc3c(c2)OCO3)cc1 | -4.1% | 17.2% | -3.3%[10 µM] | x | 19.5%[9.22 µM] | -4.1% | x
C=CCn1c(Cc2c[nH]c3ccccc23)nnc1SCC(=O)NCc1ccccc1 | -4.0% | 4.7% | 5.8% | -3.9% | 9.8% | 10.3% | 4.1%[38.3 µM]

# Following part
SMILES,aGlu spleen mod,GoLoco inh red,HTT ATP protect,GAA inhib,HTT aggregate,GAA glycogen,IMPase Li inh
Cc1ccc(-c2nnc(SCC(=O)Nc3ccccc3N3CCOCC3)o2)cc1,-0.6%,17.3%,-34.4%,-1.1%,4.7%,-2.3%,-8.9%[38.3 µM]
CCCCOCCCNC(=O)c1ccc(OC)cc1,2.4%,-7.6%,17.3%,-4.7%,-4.8%,-4.0%,7.2%[38.3 µM]
Cc1nc2ccc(NC(=O)c3ccc([N+](=O)[O-])cc3[N+](=O)[O-])cc2s1,-0.1%,7.8%,3.1%[10 µM],-7.2%,9.2%,2.5%,-4.8%
Fc1ccc(-n2cc(CNCCc3ccccn3)c(-c3ccccc3Cl)n2)cc1,2.3%,15.0%,-62.0%[inhibitor],-4.7%[15.4 µM],9.5%,-5.4%,9.1%
CCOC(=O)C[n+]1c(C)ccc2c1CCC2,-4.2%,0.2%,4.6%[10 µM],5.1%,12.6%,7.6%,7.4%
O=C(NC1CCCCC1)C(c1cccs1)N(Cc1cccs1)C(=O)c1cccs1 (configuration not stated),0.5%,9.2%,-10.4%[1.9 µM],-5.8%,6.4%,-20.3%,19.9%
CCCc1nnc(NC(=O)NCCN2C(=O)C3C4C=CC(C4)C3C2=O)s1 (configuration not stated),-3.1%,3.4%,-15.1%[10 µM],2.8%,0.3%,13.8%,-5.9%
CCn1nc(NC(=O)c2ccccc2)c2cc3cccc(C)c3nc21,-13.4%,4.3%,-14.4%[10 µM],-4.1%[15.4 µM],-12.9%[9.22 µM],0.1%,x
Cc1ccc(NC(=O)CS(=O)Cc2nc(-c3ccc(C)cc3)oc2C)cc1 (configuration not stated),-8.7%,11.2%,21.2%,-2.6%[15.4 µM],-0.9%,6.7%,3.6%[38.3 µM]
CCCCc1ccc(NC(=S)NCc2ccccc2OC)cc1,-14.8%,10.7%,-27.0%,9.6%,-1.9%[9.22 µM],-1.1%,1.4%
Cc1cccc(CNc2nc(-c3ccccc3CN(C)C)nc3ccccc23)c1,4.7%,4.8%,-100.6%[inhibitor],x,x,x,2.0%
CC(C)c1ccc(CCNC(=O)c2ccc([N+](=O)[O-])cc2)cc1,2.3%,-0.7%,-11.7%[1.9 µM],-4.1%,4.5%,12.9%,11.4%
O=C(Cn1c(-c2ccc(Cl)cc2)noc1=O)N1CCN(c2ccccc2F)CC1,-0.9%,x,-11.1%[10 µM],u,-8.9%,10.3%,x
O=C(/C=C1\SC(=O)NC1=O)Nc1ccc(F)cc1,3.6%,9.0%,21.6%,-7.1%,8.4%,5.8%,-0.1%
CCC1COC(c2cccn2Cc2ccc(Cl)cc2)=N1 (configuration not stated),5.0%,16.1%,u,-0.3%,8.9%,-1.1%,7.3%
CSc1cccc(NC(=S)N(CCC(C)C)C2CCN(C(C)C)CC2)c1,-1.1%,9.7%,21.6%,-12.4%,-9.0%,-0.7%,3.6%
O=C(CCCN1C(=O)/C(=C/c2cccc(Br)c2)SC1=S)Nc1cccnc1,x,12.0%,u,-11.3%,u,3.4%,29.2%
Nc1nc(NCCCN2CCOCC2)nc(Nc2cccc(Cl)c2)c1[N+](=O)[O-],-6.0%,-0.2%,36.2%[10 µM],x,14.5%[9.22 µM],-15.8%,x
CCOC(=O)c1cccc(NC(=O)CS(=O)(=O)Cc2nc(-c3cccc(OC)c3)oc2C)c1,-6.9%,4.5%,3.3%[10 µM],-6.8%,-12.2%,-2.6%,7.9%[38.3 µM]
